MmCpn inh = blocks the Methanococcus maripaludis chaperonin Mm-Cpn; purified Mm-Cpn ATPase, ADP Transcreener TR-FRET; Potency, µM (highest dose often 76.9 µM), inactives show at the top dose activity, negative = inhibition, hits mostly inhibitors; 330,000 compounds, 0.031% hits; AID 504842; also: potency is read from the fitted curve at half-maximal effect; % is scaled to controls: 0 for no effect and ±100 for the full control effect; nearly all actives have a fitted effect of over 80% in size
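Compound-treated chaperonin, 25 nM final, turns over 10 uM ATP at 37°C for 30 min following a 10 min preincubation; ADP generated competes with ADP-d2 for Eu-cryptate antibody, lowering FRET.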
Nrf2 ARE act = activates Nrf2 signaling; Potency, µM (titrated, usually from 46.1 µM), inactives show at the top dose activation, usual class: activators; 410,000 compounds, 0.31% hits; AREc32 ARE-luciferase reporter (MCF7-derived line), luminescence, 24 h; also: potency is read from the fitted curve at half-maximal effect; % of control where 0% means no effect; nearly all actives have a fitted effect of over 65% in size
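AREc32_Fluc, 1000 cells/well, OPTI-MEM + 5% FBS, o/n 37 deg C 5% CO2; 23 nL cpd by pin tool, 24 hr; Steady-Glo 30 min RT, luminescence.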
HepG2 viability = kills HepG2 cells in TGF-b inhibitor counter-screen; 410,000 compounds, 0.76% hits; HepG2 CAGA-GFP viability, ATP luminescence, 18 h; Potency, µM (titrated, usually from 46.1 µM), for the others: top-dose activity change, negative = cytotoxicity, hits mostly cytotoxic; AID 588856; also: potency is read from the fitted curve at half-maximal effect; some results filed as inactive show a strong effect at the top dose
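CellTiter-Glo luminescence gave cytotoxicity after 18 hours at 37 degrees C. The cells were HepG2 CAGA-GFP in 1% FBS DMEM, stimulated with 500 pg/mL TGF-beta after compound addition. %Activity was normalised to no-cell wells (complete cell-killing) and DMSO (no toxicity), and curves were fitted and classified.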
Nrf2 block = inhibitors of Nrf2 signaling; A549 ARE-Fluc reporter, luciferase luminescence, 18-24 h; Potency, µM (highest dose often 46 µM), without a hit: at the highest dose activity change, negative = inhibition, most hits filed as inhibitors; 360,000 compounds, 2.1% hits; AID 504444; also: potency is read from the fitted curve at half-maximal effect; % is scaled to controls: 0 for no effect and ±100 for the full control effect; nearly all actives have a fitted effect of over 60% in size
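Two sequential reads on A549 ARE_Fluc cells exposed to compound for 18-24 h: a CellTiter-Fluor fluorescence read for viability, then a luciferase luminescence read for Nrf2/ARE activity.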
Abeta yeast res = A-beta toxicity reversal in yeast; yeast expressing A-beta42, growth rescue, OD600, 48 h; response scale: 0% DMSO, 100% iron-clioquinol control; Potency, µM (series often up to 46.1 µM), for inactives: at the top dose growth rescue, actives largely listed as activators; 410,000 compounds, 0.063% hits; AID 1347071; also: potency is read from the fitted curve at half-maximal effect; nearly all actives have a fitted effect of over 55% in size
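Growth rescue measured by 600 nm absorbance after 48 h yeast culture at 30 C with compound. Values normalized between DMSO and an equimolar ferric chloride plus clioquinol control.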
pAkt inh = inhibitors of Akt phosphorylation. AID 651550. Neuro2A IGF-stimulated pAkt S473 HTRF, 20 min; active compounds read low. 360,000 compounds, 0.32% hits. activity change, % for hits at 50 µM; in the data active = activity change below about -80%; inconclusive = mostly about -51% to -80%; also: % is scaled to controls: 0 for no effect and ±100 for the full control effect
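Neuro2A cells in DMEM with 0.5% FBS, overnight at 37 deg C, given compound at single 50 µM final, then IGF (6 nM final) for 20 min at 37 deg C. Lysed; phospho-Akt Ser473 by HTRF after 24 h, 665/615 ratio.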
CCT modulator = changes cytosolic chaperonin activity; purified chaperonin ATPase assay, HTRF ADP detection, 30 min; activity change, % (no concentration beside the values), hits read low; 360,000 compounds, 0.3% hits; in the data active = activity change below about -30%; also: % is scaled to controls: 0 for no effect and ±100 for the full control effect
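TRiC at 40 or 20 nM final (batch-dependent) in 30 mM Tris pH 7.4, 100 mM KCl, 5 mM MgCl2, 1 mM DTT, with compound at single 76 uM and 10 uM ATP, 30 min at 37 deg C. ADP detected by HTRF Transcreener, 665/615 ratio.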
A549 tox = A549 cytotoxicity, counter-screen for Nrf2 inhibitors | Potency, µM (series often up to 46 µM), inactives show top-dose activity change, negative = cytotoxicity, hits mostly inhibitors | AID 504648 | A549 ARE-Fluc cells, CellTiter-Fluor viability, 18-24 h | 390,000 compounds, 0.16% hits; also: potency is read from the fitted curve at half-maximal effect; % is scaled to controls: 0 for no effect and ±100 for the full control effect
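Cytotoxicity counterscreen: CellTiter-Fluor fluorescence was measured in A549 ARE_Fluc cells after 18-24 h of compound exposure in a concentration series. The subsequent BugLite luminescent read reports ARE-luciferase activity.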
TGFb SMAD3 inh = TGF-b pathway inhibition; Potency, µM (titrated, usually from 46.1 µM), for the others: top-dose activity, negative = inhibition, hits mostly inhibitors; HepG2 CAGA-GFP TGF-b/SMAD3 reporter, GFP fluorescence, 18 h; TGF-beta stimulated, 500 pg/mL final; AID 588855; 410,000 compounds, 1.2% hits; also: potency is read from the fitted curve at half-maximal effect; % is scaled to controls: 0 for no effect and ±100 for the full control effect; nearly all actives have a fitted effect of over 65% in size
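Smad-responsive CAGA-GFP expression was quantified in HEPG2 cells exposed to compounds and 500 pg/mL final TGF-beta for 18 h at 37 degrees C; unstimulated wells defined full inhibition.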
* = called active by the depositor; i = inactive; u = inconclusive; x = not tested or not shown; & = joins results of further samples. Unless noted, calls follow the shape of the dose curve; as a rule, active = well fitted curve in the direction sought with a large enough effect; inconclusive = small, poorly fitted or top-dose-only effect, or another doubt; inactive = no such curve, though single readings can be large; an effect the other way counts as inactive or inconclusive.

SMILES	MmCpn inh	Nrf2 ARE act	HepG2 viability	Nrf2 block	Abeta yeast res	pAkt inh	CCT modulator	A549 tox	TGFb SMAD3 inh
CC(C)C(C(=O)Nc1ccc(N2CCOCC2)cc1)N1C(=O)c2ccccc2C1=O (stereo not drawn)	1%	-0.3%	-2%	5%	6%	i	2.0	-3%	-4%
NC(=O)C1CC(=O)N(c2ccc(OCc3c(F)cccc3Cl)cc2)C1 (stereo not drawn)	-1%	-0.5%	-6%	u	13%	i	-0.9	0%	-7%
COc1ccc(OC)c(NC(=O)CSc2nnnn2-c2ccc3c(c2)OCO3)c1	2%	2.9%	-55%	7%	13%	i	-2.0	u	-1%
C/C(CC(=O)Nc1ccc(Cl)c(C(F)(F)F)c1)=N\NC(=O)c1cnccn1	0%	-0.5%	-14%	10%	29%	i	0.4	1%	7%
CN(CCC1CCOCC1)Cc1nc(Cc2ccccc2F)no1	-25%	-0.3%	-14%	-8%	0%	i	1.0	0%	-5%
CC(=O)NCCC(=O)Nc1cc(S(=O)(=O)N2CCOCC2)ccc1Oc1ccccc1	0%	-0.6%	0%	4%	7%	i	0.2	1%	-1%
Cc1ccc(S(=O)(=O)Nc2ccc(O)c3ccccc23)c(C)c1	-5%	-2.8%	-95%	-24%	-10%	i	2.3	-23%	u
CC(C)(C)n1nnnc1C(c1ccncc1)N1CCN(c2ccc(O)cc2)CC1 (stereo not drawn)	-1%	-0.2%	2%	4%	-17%	i	1.3	17%	5%
CC(=O)c1cc(F)ccc1OCC(=O)Nc1ccc2c(c1)OCO2	2%	-0.3%	-17%	23%	9%	i	3.9	12%	2%
COc1cc(OC)cc(C(=O)N[C@H](C(=O)NCCc2c[nH]c3ccccc23)C(C)C)c1	-1%	0.3%	6%	-13%	18%	i	-0.7	-4%	0%
Cc1ccccc1OCC(=O)Nc1ccccc1N1CCOCC1	-1%	0.5%	-4%	-4%	-7%	i	1.9	10%	3%
CCOc1ccc(CN2CCNC(=O)C2CC(=O)NCCc2nc(C)c3c(n2)CCC3)cc1 (stereo not drawn)	0%	-0.4%	6%	4%	-2%	i	0.7	-1%	14%
COC(=O)c1cc(NC(=O)Cn2nc(C)n3cccc3c2=O)cc(C(=O)OC)c1	4%	0.3%&-0.5%	8%&-4%	u	-12%	i	1.2	-4%&5%	10%&18%
CCOC(=O)C1(CCOc2ccccc2)CCN(CC(O)CO)CC1 (stereo not drawn)	2%	0.3%	-1%	12%	-8%	i	0.0	-3%	10%
Cn1ccc(O)c(C#N)c1=O	x	0.1%	-2%	-4%	-7%	i	-1.0	8%	4%
CC(=O)OC(COC1C[C@@H]2CC[C@@]1(C)C2(C)C)C[N+]1(C)CCCCC1 (stereo partly drawn)	u	-0.5%	-11%	5%	16%	i	-2.1	2%	-13%
CNC[C@H](CC1CCCCC1)NC[C@H](CO)NCCc1cccc(C(F)(F)F)c1	1%	-3.5%	-103%	6%	-18%	i	2.1	2%	u
Cc1ccc2cc(C(c3nnnn3CC3CCCO3)N3CCc4ccccc4C3)c(=O)[nH]c2c1 (stereo not drawn)	-3%	3.0%	-9%	-3%	-6%	i	-0.6	-7%	26%
CN(C)c1nc2c(c(=O)[nH]c(=O)n2C)n1Cc1ccc(F)cc1	1%	-0.6%	-23%	2%	-15%	i	-0.3	0%	9%
COC(=O)c1c(NC(=O)Cc2ccccc2)sc2c1CCN(C(C)C)C2	0%	2.5%	0%	9%	-4%	i	-1.2	-1%	4%
COc1ccc(-c2noc(C3CCCN(C(=O)c4ccccc4OC)C3)n2)cc1OC (stereo not drawn)	2%	3.5%	-9%	x	-3%	i	0.7	-1%	0%
O=C(Nc1ccc(S(=O)(=O)N2CCCC2)cc1)c1c(F)cccc1F	0%	0.2%	-7%	3%	-10%	i	-1.8	12%	-8%
O=C(NCc1ccc2c(c1)OCO2)c1cccc(N2CCCC2=O)c1	-2%	0.1%	-5%	-5%	2%	i	1.1	1%	14%
N#Cc1ccc(NC(=O)C2Cc3ccccc3CN2S(=O)(=O)c2ccc(F)cc2)cc1 (stereo not drawn)	x	5.6%	-32%	23µM*	20%	x	x	u	x
CCCc1c(C)c2ccc(O)c(CN3CCN(c4ccc(F)cc4)CC3)c2oc1=O	x	-0.5%	-23%	9%	-7%	x	x	12%	-10%
COC(=O)CCC(=O)N(CCN(Cc1ccccc1)C(=O)CCC(=O)OC)Cc1ccccc1	x	0.8%	-37%	u	-6%	i	2.1	-4%	4%
COc1ccc(OC)c(-c2nnc3n2N=C(c2ccc(OC)c(OC4CCCC4)c2)CS3)c1	1%	-1.5%	-79%	18µM*	1%	x	x	-18%	u
COc1cccc(CC(=O)NCC2(N3CCCCC3)CCCCC2)c1	0%	0.3%	1%	12%	7%	i	4.2	5%	0%
CCN1C(=O)CC(N2CCC(Cc3ccccc3)CC2)C1=O (stereo not drawn)	-3%	0.7%	-25%	3%	22%	i	-1.8	-1%	-7%
CCOC(=O)C1=NNC(C(=O)c2ccc(C)cc2)C1c1ccc(OC)cc1 (stereo not drawn)	0%	0.4%	-15%	10%	-2%	i	2.7	-4%	-6%

Three compounds already listed, ordered by count of non-hydrogen atoms, descending:
SMILES	MmCpn inh	Nrf2 ARE act	HepG2 viability	Nrf2 block	Abeta yeast res	pAkt inh	CCT modulator	A549 tox	TGFb SMAD3 inh
CNC[C@H](CC1CCCCC1)NC[C@H](CO)NCCc1cccc(C(F)(F)F)c1	1%	-3.5%	-103%	6%	-18%	i	2.1	2%	u
CCOC(=O)C1(CCOc2ccccc2)CCN(CC(O)CO)CC1 (stereo not drawn)	2%	0.3%	-1%	12%	-8%	i	0.0	-3%	10%
CN(CCC1CCOCC1)Cc1nc(Cc2ccccc2F)no1	-25%	-0.3%	-14%	-8%	0%	i	1.0	0%	-5%

Next part.
SMILES	MmCpn inh	Nrf2 ARE act	HepG2 viability	Nrf2 block	Abeta yeast res	pAkt inh	CCT modulator	A549 tox	TGFb SMAD3 inh
COc1ccc(C2CC3(CC(C)(C)NC(SC)=N3)Oc3cc(O)cc(C)c32)cc1 (stereo not drawn)	-1%	2.9%	-56%	13%	7%	i	2.2	-20%	u
CCN(CCNC(=O)Cn1cc2c(n1)CCCC2)c1ccccc1	-1%	0.3%	-13%	-6%	u	i	0.7	1%	-13%
C=CCn1c(SCc2ccc(C(=O)NCCO)cc2)nc2sc(C)c(C)c2c1=O	2%	2.7%	-4%	-12%	-13%	i	-2.2	-15%	-1%
Cc1cc(C)c(C#N)c(N2CCN(S(=O)(=O)Cc3ccccc3)CC2)n1	1%	-0.2%	-4%	-6%	-8%	i	2.2	4%	0%
Cc1cc(C(=O)COC(=O)c2ccccc2O)c(C)n1CC1CCCO1 (stereo not drawn)	-3%	-2.4%	-3%	u	-13%	i	-1.5	0%	-7%
O=C(Nc1ccc(Cl)cc1)N(Cc1nnc2n1CCCCC2)c1ccccc1	-1%	-0.2%	-23%	2%	6%	i	-1.0	10%	-16%
COc1cc(OC)cc(C(=O)Nc2nc(-c3nnn(-c4ccc(F)c(Cl)c4)c3C)ns2)c1	x	8.7%	-64%	u	-17%	x	x	u	u
COc1cccc(Cn2cnc3c(sc4nc(C)cc(C)c43)c2=O)c1	2%	0.3%	1%	-11%	-13%	i	-3.9	0%	-5%
CCc1ccc(N2CCn3c2nc2c3c(=O)n(Cc3ccc(F)cc3)c(=O)n2C)cc1	x	0.6%	-1%	u	-10%	x	x	-14%	-21%
CC(=O)Nc1ccc(-c2cc(C(=O)O)c3cc4ccccc4cc3n2)cc1	x	-0.3%	-61%	x	-5%	i	-6.8	x	-27%
COc1cc(OC)cc(C(=O)N2CCN(C(=O)c3cccs3)CC2)c1	3%	0.0%	2%	-26%	7%	i	1.9	-1%	0%
CC(C)Oc1ccc(C(=O)Nc2ccc(C(F)(F)F)n(C)c2=O)cc1	-8%	0.1%	-10%	-11%	12%	i	-6.1	3%	-6%
Cc1ccc(S(=O)(=O)Cn2nnnc2C(C(C)C)N2CCc3ccccc3C2)cc1 (stereo not drawn)	-1%	2.9%	-8%	u	-7%	i	2.0	-3%	u
O=C(CN1C(=O)NC(Cc2ccccc2)C1=O)NC(=O)NC1CCCCC1 (stereo not drawn)	0%	-0.2%	8%	6%	24%	i	-1.4	0%	0%
O=C1NC(=O)C(CC(=O)N(Cc2cccs2)C2(C(=O)NC3CCCCC3)CCCCC2)N1 (stereo not drawn)	u	-0.1%	-3%	-10%	2%	i	-2.5	-18%	5%
Cc1nc(-c2cccc(S(=O)(=O)N3CCC(C(=O)NCc4ccccc4)CC3)c2)no1	x	0.0%	-22%	x	-12%	x	x	0%	-12%
COc1ccc(C(=O)NC2CC3CCCC(C2)N3Cc2ccccc2)cc1OC (stereo not drawn)	2%	-0.5%	-2%	4%	-2%	i	-0.7	4%	4%
COc1ccccc1NC(=O)CSc1nnc(-c2nonc2NC(C)=O)n1-c1ccccc1	x	0.8%	4%	-17%	-1%	x	x	0%	-13%
Cc1nn(CC(=O)NC(C)CCc2ccccc2)c(=O)c2nn(-c3ccccc3)c(C)c12 (stereo not drawn)	0%	0.8%	-11%	11%	-8%	i	0.0	4%	-22%
CC(=O)Nc1ccc(C(=O)CN2C(=O)NC3(CCOc4ccccc43)C2=O)c(F)c1 (stereo not drawn)	-3%	2.7%	-2%	-2%	1%	i	-0.9	-2%	0%
O=C(O)c1cc(N/N=C/c2c[nH]c3ccccc23)ccc1Cl	-2%	6.3%	-13%	u	u	i	-2.2	-4%	-6%

Source: PubChem BioAssay
